EP2 antag: human EP2 receptor antagonists, primary screen, TR-FRET cAMP, C6 glioma cells. AID 1422, 2008. Prostaglandin E2 receptor EP2 subtype (Homo sapiens), P43116. C6 glioma cells expressing human EP2; cells stimulated with saturating PGE2. inhibition, % at 25 µM. 260,000 tested, 0.52% active;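 active means percent inhibition above 40 after rounding to a whole number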;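 further: rat C6 glioma host cells with rolipram phosphodiesterase inhibitor present; the protocol text gives 20 µM as final concentration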
Target sequence (P43116 whole entry, looked up): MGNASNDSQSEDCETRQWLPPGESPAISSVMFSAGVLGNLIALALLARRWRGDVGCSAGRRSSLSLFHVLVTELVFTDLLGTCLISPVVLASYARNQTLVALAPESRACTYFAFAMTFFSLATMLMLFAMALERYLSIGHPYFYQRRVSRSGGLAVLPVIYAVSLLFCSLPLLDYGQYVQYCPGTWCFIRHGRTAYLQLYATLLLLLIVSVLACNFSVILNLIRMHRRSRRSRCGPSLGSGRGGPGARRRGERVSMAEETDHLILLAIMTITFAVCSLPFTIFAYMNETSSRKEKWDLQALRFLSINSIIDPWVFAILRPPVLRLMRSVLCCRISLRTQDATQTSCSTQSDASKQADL
EP2 modulator: EP2 receptor modulators, cAMP readout, primary screen, cell-based, HTRF cAMP, PGE2 stimulation. induction, % at 25 µM. EP2-expressing cells, cAMP HTRF FRET, PGE2 co-stimulation. Prostaglandin E2 receptor EP2 subtype (Homo sapiens), P43116. 260,000 tested, 0.83% active;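 active means compounds whose cAMP rise, as percent of the full-agonist control response, exceeds 60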;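 further: rat C6 glioma line stably carrying human EP2 under a CMV promoter; the protocol text gives 20 µM as final concentration; 100% = response of wells given 1 µM PGE2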
An asterisk follows results filed as active. These rows are one share of the data, so the mix of outcomes need not match the whole.

SMILES | EP2 antag | EP2 modulator
COc1ccc(-c2noc(C3CCCN(C(=O)c4cccc(Cl)c4)C3)n2)cc1OC (configuration not stated) | 10 | -11
CCOCc1nnc(NC(=O)COc2ccc(Cl)cc2)s1 | 7 | -22
COc1cc(C2Nc3cc(C)c(C)cc3NC3=C2C(=O)CC(C)(C)C3)ccc1O (configuration not stated) | 9 | -17
COc1ccc(CNC(=O)C(C)OC(=O)c2cccs2)cc1 (configuration not stated) | 9 | -7
C[C@H]1C(=O)CCC2[C@]3(C)CC[C@@]4(C)C5CC(C)(C)CC[C@]5(C)CC[C@]4(C)C3CC[C@@]21C (some centres not stated) | 8 | 9
O=C1NC(c2ccco2)/C(=C(/O)c2ccccc2)C1=O (configuration not stated) | 11 | -19
COc1ccc(CNc2cc(C)nc3cc(-c4cccc(F)c4)nn23)cc1OC | 14 | 11
O=C(NCc1ccco1)C(c1cccnc1)N(C(=O)Cn1nnc2ccccc21)c1cccc(F)c1 (configuration not stated) | 8 | 21
CCOCCCN=C1Sc2nc3c(C)c(C)ccc3cc2CN1CCOC | 8 | -9
NC(=NCCCCCCN=C(N)/N=C(\N)Nc1ccc(Cl)cc1)/N=C(\N)Nc1ccc(Cl)cc1 | 10 | -2
CC(C)c1c(O)ccc2c1CCC1[C@@](C)(C=O)CCC[C@]21C (some centres not stated) | 15 | 6
COc1ccc2c(c1)NC1(CCN(C(=O)c3cnn(C(C)C)c3)CC1)c1cccn1-2 | 7 | -55
CC(=O)N1CCN(c2ccc(OCC3CO[C@](Cn4ccnc4)(c4ccc(Cl)cc4Cl)O3)cc2)CC1 (some centres not stated) | 21 | -11
CCC(=O)N(Cc1ccc(C)cc1)Cc1cc2cc(C)cc(C)c2[nH]c1=O | 6 | -53
Clc1ccc(-n2c(SCCN3CCCCC3)nnc2-c2cccnc2)cc1 | 7 | -18
CCOCCCNCc1cc2c(-c3ccc(F)cc3)nn(-c3ccccc3)c2[nH]c1=O | 9 | -63
CCOc1ccc2[nH]c3c(c2c1)CN(C(=O)CCc1cc(OCC)no1)CC3 | 5 | -39
Cc1ccc(C2C3=C(CC(C)(C)CC3=O)Nc3ncnn32)cc1 (configuration not stated) | 9 | -13
O=C(NCCCCNC(=O)c1ccncc1)c1ccncc1 | 8 | -12
Cc1ccc2nc3c(cc(C(=O)NCc4ccco4)c(=N)n3Cc3ccccc3)c(=O)n2c1 | 9 | 18
Cc1ccc(-n2c(SCC(=O)NC(C)(C)C)nnc2-c2cccnc2)cc1C | 15 | -1
CCC(=O)N(Cc1ccc(C)cc1)Cc1cc2c(C)ccc(C)c2[nH]c1=O | 7 | 9
COc1ccc(N2CCN(C(c3cc(OC)ccc3OC)c3nnnn3C3CCCCC3)CC2)cc1 (configuration not stated) | 4 | 36
COc1ccc(Cc2nnc(NC(=O)C(C)Oc3ccccc3)s2)cc1OC (configuration not stated) | 16 | 15
Cc1nnc(NC(=O)CSc2ccccc2N)s1 | 6 | 1

An excerpt from above in order of count of non-hydrogen atoms, descending.
SMILES | EP2 antag | EP2 modulator
COc1ccc(N2CCN(C(c3cc(OC)ccc3OC)c3nnnn3C3CCCCC3)CC2)cc1 (configuration not stated) | 4 | 36
COc1ccc(-c2noc(C3CCCN(C(=O)c4cccc(Cl)c4)C3)n2)cc1OC (configuration not stated) | 10 | -11
CCOc1ccc2[nH]c3c(c2c1)CN(C(=O)CCc1cc(OCC)no1)CC3 | 5 | -39
CC(C)c1c(O)ccc2c1CCC1[C@@](C)(C=O)CCC[C@]21C (some centres not stated) | 15 | 6
CCOCc1nnc(NC(=O)COc2ccc(Cl)cc2)s1 | 7 | -22

As entered above.
EP2 antag, CCOCc1nnc(NC(=O)COc2ccc(Cl)cc2)s1 = 7
EP2 antag, CCC(=O)N(Cc1ccc(C)cc1)Cc1cc2c(C)ccc(C)c2[nH]c1=O = 7

The main list resumes, repeating the two entries before the break.
SMILES | EP2 antag | EP2 modulator
COc1ccc(Cc2nnc(NC(=O)C(C)Oc3ccccc3)s2)cc1OC (configuration not stated) | 16 | 15
Cc1nnc(NC(=O)CSc2ccccc2N)s1 | 6 | 1
COc1cccc(NC(=O)Cn2cc(C(C)=O)c3ccccc32)c1 | 12 | -76
CCn1c(SCC(=O)N2CCCCC2)nnc1C1CCCCC1 | 18 | -7
COc1ccc(CNC(=O)/C(=C/c2ccco2)NC(=O)c2ccccc2)cc1OC | 3 | 28
CC[C@@H](Nc1ncnc2nc[nH]c12)C(=O)O | 10 | 20
CCOC(=O)c1ccc(N2C(=O)C(O)=C(C(C)=O)C2c2cccnc2)cc1 (configuration not stated) | 15 | -1
Cc1cccc2cc3c(nc12)OC(C)C(=O)N(Cc1ccc2c(c1)OCO2)C3 (configuration not stated) | 1 | -90
O=C(NCC1CCCO1)c1ccc(F)c(F)c1 (configuration not stated) | 5 | -26
O=C(Cn1nnc(-c2ccc(NC(=O)c3cccnc3)cc2)n1)NCc1ccco1 | 8 | -39
Cc1ccc(C)c(Cn2nnc3c(=O)[nH]c(C4CCN(C(=O)C(C)C)CC4)nc32)c1 | 12 | -22
COC(=O)c1c(NC(=O)c2ccco2)sc(C(=O)Nc2cc(C)ccc2C)c1C | 15 | -12
Cc1ccc2nc(N3C(=O)C(O)=C(C(=O)c4ccc(C)o4)C3c3ccco3)sc2c1 (configuration not stated) | 49* | 14
O=C(Nc1ccc(Cl)c(Cl)c1)C1COc2ccccc2O1 (configuration not stated) | 11 | -105
Cc1cc(S(=O)(=O)N2c3ccccc3CC2C)ccc1-n1cnnn1 (configuration not stated) | 12 | -27
CCC(c1nnnn1C(C)(C)CC)N(Cc1ccccc1)Cc1cc2cc(C)c(C)cc2[nH]c1=O (configuration not stated) | 11 | 8
O=C(CSc1nc2c(c(C(F)(F)F)n1)CCc1ccccc1-2)NCCc1ccccc1 | 13 | -104
COc1ccc(CN(C#N)c2nc(C)cc(C)n2)cc1 | 10 | 5
COc1cccc(CNC(=O)C2CCN(c3ncccn3)CC2)c1 | 9 | -15
Cc1ccccc1NC(=O)CSc1nnc2c(C)cc3cc4c(cc3n12)OCO4 | 15 | -4
CCN1C(=O)c2cccc3c(S(=O)(=O)O)ccc1c23 | 8 | -14
CC(N)C(O)c1cccc(O)c1 (configuration not stated) | 7 | 20
COc1ccc(CCNC(=O)Cn2nc(-c3ccco3)cc(N)c2=O)cc1OC | 5 | -13
CCCc1cc(CNC(=O)C2C=CCN2S(C)(=O)=O)on1 (configuration not stated) | 11 | 5
CC(C)=CCC1=C(O)c2ccccc2C(=O)C1=O | 37 | -16
CCc1nc2sc3c(c2c2nnc(SCC(=O)c4ccc5c(c4)OCCO5)n12)CCCC3 | 9 | 0
CCC(C)(C)NC(=O)CN(C(=O)c1snc(C(N)=O)c1N)c1cccc(C(F)(F)F)c1 | 13 | -49
The listing continues.
SMILES | EP2 antag | EP2 modulator
Cc1ccc2oc(C(=O)N[C@H](C)Cn3nnc4ccccc43)cc(=O)c2c1 | 7 | -23
NCCNC[C@H](O)CO | 15 | 21
O=c1[nH]c(N2CCCC2)nc2c1CCN(Cc1ccc(-c3ccccc3)cc1)C2 | 9 | -4
COc1cccc(COC(=O)NC(C)C2COc3ccccc3O2)c1 (configuration not stated) | 4 | -76
CCN(CCCCCCN(C)C)Cc1cc2ccccc2o1 | 10 | 6
CN1CCC(n2[nH]c(-c3ccccc3)c(Cc3ccccc3)c2=O)CC1 | 11 | 12
O=S1(=O)[C@H]([C@H]2CC3c4ccccc4C2c2ccccc23)[C@@H](N2CCCCC2)[C@@H]1c1ccccc1 | 28 | 43
O=C(CCc1ccc(S(=O)(=O)NC2CCCCC2)cc1)N1CCCCCC1 | 14 | -33
Cc1ccccc1/C=C/C1=NCCN1 | 12 | 10
CCOC(=O)Cn1cnc2scc(-c3ccc(OCC)cc3)c2c1=O | 6 | -42
CCn1cncc1CN1CCC(O)(c2ccc3c(c2)OCO3)CC1 | 5 | 5
CCn1c(C)cc2cc(NC(=O)c3cc4ncc(C(C)=O)c(C)n4n3)ccc21 | 11 | -6
O=C(c1ccc(CN2CCCCC2)o1)N1CCCC1c1nc2ccccc2[nH]1 (configuration not stated) | 7 | -21
O=C(Nc1ccccc1Br)c1cc2n(n1)C(C(F)(F)F)CC(c1ccco1)N2 (configuration not stated) | 8 | -2
COc1ccccc1NC(=O)C1=C(C)NC2=C(C(=O)CC(C)(C)C2)C1c1ccc(OC)c(OC)c1 (configuration not stated) | 6 | -2
Cc1ccccc1-n1c(SCC(=O)N2CCCCCC2)nnc1-c1cccnc1 | 10 | -16
C=CCOC(=O)c1ccc[n+](Cc2ccccc2)c1 | 9 | -12
COc1ccc(-c2noc(C3CCCN(C(=O)c4ccccc4)C3)n2)cc1OC (configuration not stated) | 10 | -4
c1ccc2nc(C3=NCCN3)ccc2c1 | 13 | 2
COC(=O)CN1C(=O)/C(=C/c2ccc(OC)cc2)SC1=S | 15 | -23
COc1ccc(N2CCN(C(=O)Cc3ccc(OC)c(OC)c3)CC2)cc1 | 13 | -55
O=C(O)[C@@H]1[C@H](C(=O)O)[C@@H]2C(=O)C=C[C@H]1N2Cc1ccccc1 | 10 | 19
CCOc1ccc(C(=O)NC(=S)Nc2ncccc2C)cc1Cl | 9 | -44
Cc1ccccc1NC(=O)C1CCN(S(C)(=O)=O)CC1 | 16 | 20
Cc1ccc(CN(CCCN2CCOCC2)Cc2c(C)nc3sccn23)o1 | 6 | 14
Other entries
SMILES | EP2 antag | EP2 modulator
CCN(CC)S(=O)(=O)c1ccc(NS(=O)(=O)c2ccc3c(c2)OCCO3)cc1 | 14 | -32
Cc1[nH]c([N+](=O)[O-])c(C)c1C(=O)O | 8 | 5
Cc1ccc(NCc2nnc(SCC(=O)Nc3cccc4ccccc34)n2C)cc1Cl | 4 | -91
Cc1cc2ccccc2n2c(SCC(=O)N3CCc4ccccc43)nnc12 | 12 | -15
COc1cc(NC(=O)COc2cccc(C)c2C)ccc1NC(=O)c1ccco1 | 7 | 41
COc1ccc(N2CCN(C(=O)CN(c3ccccc3Br)S(C)(=O)=O)CC2)cc1 | 9 | -12
Cc1cc(C(F)(F)F)n2nc(C(=O)N3CCc4c(nc(C)[nH]c4=O)C3)cc2n1 | 3 | 7
CC1CCC(N2CCN(S(=O)(=O)Cc3ccccc3)CC2)CC1 (configuration not stated) | 16 | -63
Cc1cc2oc(C(=O)NC3CCCOC3)cc(=O)c2cc1C (configuration not stated) | 6 | -23
O=C1CN=C(Nc2ccc(F)cc2)N1c1ccc2c(c1)OCCO2 | 4 | -3
COc1nc(-c2ccc(Cl)cc2Cl)nc2ccccc12 | 12 | -2
COc1cc2c(cc1OC)/C(=C(\C(=O)Nc1ccccc1)C(=O)N1CCCCC1)NC(C)(C)C2 | 13 | 26
COc1ccc(C2C3=C(CC(C)(C)CC3=O)OC3=C2C(=O)CC(C)(C)C3)cc1COC(C)=O | 4 | 16
CC1Oc2nc3ccccc3cc2CN(Cc2ccc(F)cc2)C1=O (configuration not stated) | 1 | -89
COc1ccc2c(c1)NC1(CCN(C(=O)c3cnn4cccnc34)CC1)c1cccn1-2 | 8 | -68
COCCNC(=O)C(OC(=O)C1=Cc2ccccc2OC1)c1ccccc1 (configuration not stated) | 17 | 3
Cc1ccc(NC(=O)CSc2nnc(-c3ccco3)n2Cc2ccco2)cc1 | 32 | 17
CCOC(=O)CNC(=O)CSc1nnc(-c2cccc(C)c2)n1CC | 13 | -2
CC(C)(C)c1ccc(CSc2nncc(=O)[nH]2)cc1 | 6 | -94
O=c1[nH]c(/C=C\c2ccc(O)c(O)c2)nc(O)c1[N+](=O)[O-] | 8 | -1
Cc1cccc(C(=O)Nc2ccc(S(=O)(=O)Nc3cc(C)nc(C)n3)cc2)c1 | 8 | 6
CC12CNCC(C)(CN(Cc3ccccc3)C1)C2=O | 5 | -39
O=C(Cc1cccc(Cl)c1)NCCN1CCC(O)(c2cccc(F)c2)CC1 | 4 | -11
O=C(NCCCc1ccccn1)c1cc2ccc(F)cc2[nH]1 | 6 | -95
COc1cccc(C(=O)Nc2nc3ccc(NC(C)=O)cc3s2)c1 | 14 | -48
New compounds follow:
SMILES | EP2 antag | EP2 modulator
CCCOC(=O)c1ccc(NC(=O)c2c(O)c3ccccc3n(CC)c2=O)cc1 | 9 | -30
CCc1cc2cc3c(cc2nc1SCC(=O)NNC(C)=O)OCO3 | 15 | 24
COc1cc(CC(=O)N2CCC(C(=O)c3cccnc3)CC2)cc(OC)c1OC | 8 | -7
CC1(C)CC23C(=O)CCC(O)C2(C)CCC13 (configuration not stated) | 6 | 22
Cc1sc2nc(SCC(=O)Nc3ccc4c(c3)OCO4)[nH]c(=O)c2c1C | 13 | -44
COc1ccc(C(CNS(=O)(=O)c2cn(C)nc2C)c2c[nH]c3ccccc23)cc1 (configuration not stated) | 7 | -33
CCn1nnc(NC(=O)c2cccc(F)c2)n1 | 11 | 4
COc1ccc([C@@H]2CN(C(=O)c3ccc(=O)[nH]n3)C[C@H]2C(=O)O)cc1 | 5 | -14
C[C@H]1CCC/C=C\[C@@H]2C[C@H](OC(=O)CN(C)C)C[C@H]2[C@@H](O)/C=C\C(=O)O1 | 46* | -1
CCC(=O)Nc1cccc(NC(=O)c2ccc([N+](=O)[O-])o2)c1 | 98* | -101

Record cards (already shown). Order of screens: EP2 antag | EP2 modulator
Results for `COC(=O)c1c(NC(=O)c2ccco2)sc(C(=O)Nc2cc(C)ccc2C)c1C` → 15 | -12
Results for `CCn1cncc1CN1CCC(O)(c2ccc3c(c2)OCO3)CC1` → 5 | 5
Results for `Clc1ccc(-n2c(SCCN3CCCCC3)nnc2-c2cccnc2)cc1` → 7 | -18

High-throughput results from PubChem BioAssay.
